High-throughput results as filed in PubChem.
GPR7 antagonist: antagonists of human GPR7 (neuropeptides B/W receptor 1); P48145; GPR7-expressing cells, fluorescence antagonist assay; inhibition, % at 4.4 µM; 290,000 compounds, 1.1% hits; AID 1861; in the data active means inhibition above about 16%, passing the limit was not always enough;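 further: cells stimulated with the agonist NPW; 0% = agonist with vehicle and 100% = vehicle without agonist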
Target sequence (P48145 whole entry, looked up): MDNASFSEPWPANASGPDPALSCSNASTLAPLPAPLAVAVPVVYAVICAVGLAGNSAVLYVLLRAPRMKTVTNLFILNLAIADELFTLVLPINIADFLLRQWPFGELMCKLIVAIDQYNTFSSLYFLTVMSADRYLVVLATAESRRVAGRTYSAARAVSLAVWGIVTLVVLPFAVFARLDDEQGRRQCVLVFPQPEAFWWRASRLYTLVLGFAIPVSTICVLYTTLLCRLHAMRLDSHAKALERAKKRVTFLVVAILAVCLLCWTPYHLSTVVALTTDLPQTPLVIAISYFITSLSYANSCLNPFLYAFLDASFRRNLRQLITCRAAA
CHO-K1 Ca PAM: nonselective activator or artifact in parental CHO-K1 calcium assay | AID 602247 | ATP EC20, Fluo-8 calcium fluorescence; 0% at ATP EC20, 100% at ATP max | 360,000 compounds, 0.02% hits | activation, % at 3 µM;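 active means activation above the run cutoff, the mean activation of all test compounds plus 3 SD, cut at about 40% in these data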;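 further: peak over basal fluorescence ratio in a 140 s read after ATP addition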
CHO-K1 Ca antag: M1 antagonist counterscreen hit in parental CHO-K1 cells | inhibition, % at 3 µM | AID 602250 | 360,000 compounds, 0.6% hits | ATP-induced calcium, Fluo-8 fluorescence;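 active means inhibition above a per-plate cutoff, the plate's mean sample inhibition plus 3 SD, cut at about 24% in these data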;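 further: 0% = DMSO plus EC80 ATP and 100% = DMSO alone without ATP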
M1 ag parental: nonselective activator or artifact in parental CHO-K1 cells. activation, % at 3 µM. Fluo-8 calcium fluorescence; scaled to maximal ATP response, vehicle zero. 360,000 compounds, 0.48% hits; in the data active means activation above about 15%;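 further: untransfected CHO-K1 host cells lacking M1 receptor as counterscreen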
OXTR potentiate: potentiators of human oxytocin receptor; P30559; CHO-OTR cells, Fluo-8 calcium fluorescence, potentiator mode; 0% = oxytocin EC15, 100% = EC100; activation, % at 3 µM; 320,000 compounds, 0.061% hits;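 active means activation above that plate's cutoff, the mean activation of tested compounds plus 3 SD, cut at about 6.6% in these data, passing the limit was not always enough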;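 further: 100% uses oxytocin at 75 nM as the full agonist control; some results filed as inactive read as strong as hits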
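Material: human OTR in CHO cells. Compound: 3.0 µM, one dose. Timing: compound 6 min at room temperature before oxytocin, 100 s read. Evaluation: % activation of max/min ratio relative to oxytocin controls. Replication: single well per compound, singlicate. Signal: Fluo-8 calcium dye fluorescence.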
V1R ag counter: counter-screen for oxytocin receptor agonists: human V1a receptor agonists; P37288; CHO-V1R cells, Fluo-8 calcium fluorescence, agonist mode; 0% DMSO, 100% 3 nM vasopressin; activation, % at 3 µM; 320,000 compounds, 0.25% hits;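 active means activation above the mean activation of all tested compounds plus 3 SD, per screening run, cut at about 20% in these data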;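 further: signal is peak over basal fluorescence ratio across a 100 second FLIPR read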
Target sequence (P37288 whole entry, looked up): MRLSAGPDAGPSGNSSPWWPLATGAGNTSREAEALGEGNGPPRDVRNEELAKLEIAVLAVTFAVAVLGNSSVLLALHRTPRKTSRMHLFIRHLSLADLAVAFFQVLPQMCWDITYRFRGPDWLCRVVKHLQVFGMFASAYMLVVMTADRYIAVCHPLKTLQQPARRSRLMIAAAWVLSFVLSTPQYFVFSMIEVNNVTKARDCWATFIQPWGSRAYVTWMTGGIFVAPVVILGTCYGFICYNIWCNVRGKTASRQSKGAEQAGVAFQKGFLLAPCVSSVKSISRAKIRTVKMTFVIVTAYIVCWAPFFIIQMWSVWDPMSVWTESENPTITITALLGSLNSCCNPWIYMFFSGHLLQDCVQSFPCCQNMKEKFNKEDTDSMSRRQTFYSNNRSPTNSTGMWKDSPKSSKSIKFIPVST
TAAR1 antagonist: antagonists of human TAAR1. CHO RD-HGA16 TAAR1, Fluo-8 calcium fluorescence, antagonist. inhibition, % at 3 µM. 360,000 compounds, 1.5% hits. AID 624466;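 active means inhibition above a per-plate cutoff, the mean inhibition of test compounds on that plate plus 3 SD, cut at about 49% in these data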;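 further: 0% = DMSO plus EC80 beta-PEA response and 100% = DMSO alone without agonist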
Target sequence (Q96RJ0 whole entry, looked up): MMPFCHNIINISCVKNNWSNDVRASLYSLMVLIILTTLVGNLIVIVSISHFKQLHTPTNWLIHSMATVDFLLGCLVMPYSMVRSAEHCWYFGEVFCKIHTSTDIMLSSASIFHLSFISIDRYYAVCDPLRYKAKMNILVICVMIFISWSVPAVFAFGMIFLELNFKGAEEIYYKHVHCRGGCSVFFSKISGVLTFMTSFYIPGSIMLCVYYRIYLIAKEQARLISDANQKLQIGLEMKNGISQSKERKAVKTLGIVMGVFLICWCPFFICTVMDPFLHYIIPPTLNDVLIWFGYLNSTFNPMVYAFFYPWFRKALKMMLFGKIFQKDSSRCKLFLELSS
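Test system: RD-HGA16 CHO cells with stable hTAAR1 and Gα16 / Probe or stimulus: EC80 β-phenethylamine stimulus / Times: seeding 17-24 h prior, 75-min 37 °C, 30-min RT dye loading / Detection: Fluo-8 calcium-sensitive fluorescence / Read-out basis: % inhibition scaled between DMSO and EC80 PEA controls / Repeats: singlicate, one well per test compound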
OXTR agonist: activates the human oxytocin receptor. CHO-OTR cells, Fluo-8 calcium fluorescence; normalized: DMSO 0%, oxytocin 100%. activation, % at 3 µM. 320,000 compounds, 0.32% hits. AID 2435;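 active means activation above the mean of all tested compounds plus 3 SD, cutoff set per screening run, cut at about 20% in these data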;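 further: peak over basal fluorescence ratio from a 100 s FLIPR kinetic read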
CHO parental Ca: signal in parental CHO cells, OX1R antagonist counter-screen. inhibition, % at 5.6 µM. 330,000 compounds, 0.63% hits. parental CHO-K1, ATP-induced calcium, Fluo-8 fluorescence;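 active means inhibition above that plate's mean sample inhibition plus 3 SD, cut at about 26% in these data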;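 further: 0% = ATP-challenged DMSO wells and 100% = DMSO wells without ATP; some compounds past the cut are filed as inactive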
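Assay system: parental CHO cells; Read-out basis: percent inhibition of ATP-evoked calcium rise, normalized to controls; Benchmarks: ATP and no-ATP DMSO wells; Compound dosing: single nominal dose of 5.6 µM per compound; Signal: Fluo-8 calcium dye fluorescence; Also added: ATP as calcium-mobilizing challenge; Repeats: singlicate.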
An asterisk follows results filed as active; nt = not tested or not shown.

SMILES	GPR7 antagonist	CHO-K1 Ca PAM	CHO-K1 Ca antag	M1 ag parental	OXTR potentiate	V1R ag counter	TAAR1 antagonist	OXTR agonist	CHO parental Ca
CCCCOc1ccc2ccccc2c1C=O	3	4	-4	-0.1	-9	-0.1	18	1.2	-12
CN(C)C(=O)c1cc2cc([N+](=O)[O-])ccc2s1	26*	14	-12	0.8	-20	2.6	0	-0.3	5
Cc1cc(C)cc(OCC(=O)N2CCN(c3ncccn3)CC2)c1	nt	11	-12	0.7	-1	0.5	11	0.2	-8
COc1ccc(N2CCN(C(=O)/C=C/[C@H]3O[C@@H](n4ccc(=O)[nH]c4=O)[C@H](O)[C@@H]3O)CC2)cc1	nt	-3	-14	0.0	nt	nt	-1	nt	nt
COc1cc(-c2nc3cnccn3c2Nc2ccc(C(C)C)cc2)ccc1O	-9	29	-18	4.3	-10	3.1	39	2.2	37*
CCNS(=O)(=O)c1ccc(CCC(=O)N2CCC(C)CC2)cc1	6	17	-10	1.1	nt	nt	5	nt	nt
CCN(CC)CCNC(=O)c1ccc(Sc2ccc(C)cc2)c(NC(C)=O)c1	-12	5	-7	0.9	-2	-0.4	5	-1.3	1
COC(=O)c1c(-c2ccccc2)c[nH]c1C	0	14	-8	1.7	-6	-0.2	-15	-0.1	16
O=C1c2ccccc2C(=O)N1CCn1nc(Cl)nc1Cl	13	-3	6	0.1	-3	0.5	8	0.6	-8
CC(=O)c1ccc(NS(=O)(=O)c2ccc([N+](=O)[O-])cc2)cc1	nt	21	-7	1.3	nt	nt	3	nt	nt
NC(=S)NN=C(c1ccccc1)c1ccccc1	7	0	-9	1.2	-3	0.5	-7	0.7	-11
CCCOC(=O)c1ccc(NC(=O)C(=O)NCC2CCCO2)cc1 (stereo unspecified)	-4	15	-6	1.1	-2	4.0	-8	2.1	9
CC(C)(C)OC(=O)NCCC(=O)N/N=C/c1ccc2nccnc2c1	-9	-20	15	-0.3	1	0.9	-13	0.5	-10
CCOc1ccc(NC(=O)COC(=O)c2cc(S(=O)(=O)N3CCCC3)ccc2C)cc1	nt	10	-17	4.3	-7	2.5	-11	0.7	-11
CC(=O)Nc1cccc(-c2nnc(SCc3ccccc3C#N)n2C)c1	-8	25	-2	0.8	0	0.4	-10	-0.2	-4
CC(C)n1c(N2CCN(C(=O)c3cccs3)CC2)nc2ccccc21	-7	19	-9	1.8	-6	-0.6	-6	-2.6	-9
Cc1ccc(C)c(N2CCN(S(=O)(=O)c3ccc4c(c3)oc(=O)n4C)CC2)c1	-12	19	-5	2.6	-3	-0.7	-3	-0.1	-11
C#CCOCCOCCOCCNc1nc(N2CCN(C(=O)[C@H](C)n3cc(CCC(=O)O)nn3)CC2)nc(N2CCN(C(=O)[C@H](C)n3cc(CCC(=O)O)nn3)CC2)n1	nt	-9	6	-0.3	nt	nt	3	nt	nt
Cc1cc(NC(=O)CCC(=O)N(CC(=O)NC2CCCC2)c2ccc3c(c2)OCCO3)no1	-4	-5	4	-0.1	1	0.3	-8	0.2	1
CN(C)CCOC(=O)c1ccc2[nH]c3c(c2c1)CSCC3	-18	2	-9	0.7	-3	0.7	20	-0.7	-14
COc1ccc(CNC(=O)C(c2ccc(C)cc2)N(Cc2cccs2)C(=O)c2ccc3c(c2)OCCO3)cc1 (stereo unspecified)	-8	-5	5	6.6	-11	3.2	66*	1.5	-4
O=C(NCc1ccccc1)c1ccc(CN(c2ccccn2)S(=O)(=O)c2ccccc2)cc1	5	18	-13	1.0	-15	0.1	6	-1.5	-9
Cc1sc(-c2c(C#N)c(N)nc3c2CCCCCC3)cc1[N+](=O)[O-]	nt	9	1	0.4	-2	2.2	-19	-0.5	-15
Cc1ccc2nc(-c3ccccn3)cc(C(=O)N3CCN(c4ncccn4)CC3)c2c1	-5	15	-7	2.4	-9	0.6	30	0.3	-25
CC(C)(C)OC(=O)NNC(=O)C12CC3CC(CC(C3)C1)C2	-15	20	-12	0.8	-9	-0.2	-7	1.8	-3
O=C(c1ccc(C(F)(F)F)cc1)N1CCN(S(=O)(=O)c2ccc3c(c2)OCCCO3)CC1	-3	23	-4	1.4	-14	2.7	-14	2.8	1
O=C(Nc1ccc(NC(=O)c2cc([N+](=O)[O-])ccc2N2CCOCC2)cc1)c1cccs1	3	2	-11	2.4	-4	-0.2	-3	-0.9	-7
O=S(=O)(Cc1ccccc1)N1CCN(C2Cc3ccccc3C2)CC1	-7	17	-12	0.8	0	0.3	1	-0.1	-13
CCn1ccnc1CN1CCc2c([nH]c3ccccc23)C1CC(C)C (stereo unspecified)	1	7	-12	2.6	-8	-0.1	15	-2.2	-22
CCOc1ccc(/C=N/OCC(=O)NC(c2ccccc2)c2ccccc2)cc1	6	7	1	1.2	-12	6.6	53*	8.1	26
CC(=O)C[C@@H](O)CC(=O)[C@H]1OC(=O)[C@@H](C)C/C=C\Cc2ccccc21	nt	15	-15	0.4	1	1.1	3	0.9	-17
COc1ccccc1NC(=O)COC(=O)C1CC(=O)N(c2ccc3c(c2)OCCO3)C1 (stereo unspecified)	nt	3	-8	-0.4	-6	0.8	2	4.3	-4
Cc1ccccc1C1NC(c2ccccc2C)C([N+](=O)[O-])C(C)(C)C1[N+](=O)[O-] (stereo unspecified)	-17	7	-1	0.6	-8	1.5	15	-2.4	-17
COCCn1c(=O)[nH]c2cc(C(=O)N3CCN(c4cccc(C(F)(F)F)c4)CC3)ccc2c1=O	-14	-8	-13	1.2	-12	11	8	6.7	-13
CN1C[C@@H]2[C@@H]3C(=O)N(Cc4ccccc4)C(=O)[C@@H]3[C@](Cc3ccccc3)(C1=O)N2C(=O)c1ccc(C(F)(F)F)cc1	nt	14	-20	1.8	nt	nt	3	nt	nt
O=S1(=O)CCOC[C@H](Cc2ccccc2)N1Cc1ccc(F)cc1	nt	7	-13	0.2	-6	4.3	8	-1.4	-14
Cc1cc(C)nc(SCc2csc(N)n2)n1	2	7	-14	0.4	0	0.7	-12	-0.2	7
CC(=O)Nc1nc(C2COc3ccccc3O2)cs1 (stereo unspecified)	-5	7	0	0.9	0	0.3	-4	-1.0	-7
CCC1(c2ccccc2)NC(=O)N(CC#N)C1=O (stereo unspecified)	-16	26	-6	0.0	-15	1.3	-6	0.6	-6
Cc1oc2nc(SCCCC(=O)NCCO)nc(N)c2c1C	-2	18	4	1.6	-15	0.8	-5	-0.4	1

The closing 3 records of the section before come first, to join the parts:
SMILES	GPR7 antagonist	CHO-K1 Ca PAM	CHO-K1 Ca antag	M1 ag parental	OXTR potentiate	V1R ag counter	TAAR1 antagonist	OXTR agonist	CHO parental Ca
CC(=O)Nc1nc(C2COc3ccccc3O2)cs1 (stereo unspecified)	-5	7	0	0.9	0	0.3	-4	-1.0	-7
CCC1(c2ccccc2)NC(=O)N(CC#N)C1=O (stereo unspecified)	-16	26	-6	0.0	-15	1.3	-6	0.6	-6
Cc1oc2nc(SCCCC(=O)NCCO)nc(N)c2c1C	-2	18	4	1.6	-15	0.8	-5	-0.4	1
CCN(CC)S(=O)(=O)c1cc(C)ccc1SC	-5	4	-20	0.0	8	-1.9	-4	-2.4	-18
Cc1csc2nc(CSc3nc4ccccc4o3)cn12	3	22	-12	1.0	-16	0.8	21	0.1	-19
COc1ccc(OC)c(NC(=S)NCc2ccccc2OC)c1	-8	21	-3	0.5	-3	0.0	15	-2.0	-14
CCCN(CCC)S(=O)(=O)c1ccc(C)cc1	-9	-12	12	-0.7	-3	-1.5	-40	-2.7	-6
Cc1ccc(Cn2cc(CN3CC(N4CCCC4)CS3(=O)=O)nn2)cc1 (stereo unspecified)	nt	-2	4	0.6	nt	nt	-7	nt	nt
c1coc(Cn2c(SCc3nc4ccccc4[nH]3)nnc2-c2cnccn2)c1	-9	8	-9	1.5	-18	5.7	5	3.7	-16
CCOc1ccc(C(=O)NCC(=O)OCC(=O)N2CCCCC2)cc1	2	-6	-2	0.3	-6	0.9	0	0.6	-14
O=C(OCc1ccc([N+](=O)[O-])cc1)c1ccc(N2CCCC2)c([N+](=O)[O-])c1	1	21	-9	0.9	-7	0.6	3	-0.9	1
O=C(NN=Cc1ccccc1Cl)c1cccc2ccccc12	nt	8	-11	0.9	nt	nt	3	nt	nt
Cc1cc(CNC(=O)C2(C(F)(F)F)C/C(=C\Cc3ccccc3)CCCO2)nn1C (stereo unspecified)	nt	7	-3	-0.4	14	-0.4	-9	-0.7	-24
C[C@H](CO)N1C[C@H](C)[C@H](CN(C)S(=O)(=O)c2cn(C)cn2)OCc2cnnn2CCCC1=O	nt	-9	13	0.3	nt	nt	-4	nt	nt
COc1cccc(NC(=O)CSc2ccc3nnc(CCNC(=O)c4ccccc4)n3n2)c1	-10	-21	11	0.4	-8	-0.1	-27	-0.3	-17
COC1CCN(Cc2c(C(=O)N3CCc4ccccc4C3)nc3ccc(Cl)cn23)CC1	-14	18	1	0.1	4	0.6	-1	-0.5	-19
Cc1ccnc2nc(C(=O)OCC(=O)N(CC(C)C)C3CCS(=O)(=O)C3)nn12 (stereo unspecified)	nt	16	-13	0.5	-5	0.5	-5	1.5	-6
COc1ccc(CCNC(=O)Cc2ccc3c(c2)OCO3)cc1OC	-6	15	-2	0.5	8	-0.2	-4	0.1	-6
C=CCSC1=C(C#N)C(c2cccc(OC)c2)CC(=O)N1 (stereo unspecified)	-3	12	-10	0.5	-8	1.0	0	-0.7	-15
CSc1nc(N)nc(SCC(=O)c2ccc(C)cc2)c1C#N	5	5	5	1.5	-19	3.3	54*	2.2	-7
COc1ccc(C(=O)c2c(-c3ccc(OC)cc3)oc3ccccc23)cc1	nt	9	-15	1.0	-6	1.2	0	0.2	-23
COc1ccc(Cl)cc1NS(=O)(=O)c1ccc2c(c1)NC(=O)CCS2	19	-7	-7	4.7	-11	5.6	8	5.5	7
CCOc1ccc(NC(=O)c2ccccc2NC(=O)c2cccnc2)cc1	-24	-9	-2	0.7	-1	-0.7	3	-1.1	-9
NC1=NC(=O)C2(COC(c3cccc([N+](=O)[O-])c3)OC2)S1 (stereo unspecified)	2	19	-2	0.1	-2	0.0	-5	-0.1	4
Cc1ccc(OCC(=O)NCCN2CCCC2)cc1	-13	7	9	0.0	-12	0.6	-11	-0.6	4
NS(=O)(=O)c1ccc(CCNCc2cc(Cl)ccc2OCc2ccccc2)cc1	28*	5	3	7.3	-23	17	37	22*	6
Cc1[nH]c2ccccc2c1/C=N/NC(=O)CNC(=O)c1ccccc1	0	-12	-2	0.1	2	-1.0	-9	0.2	-11
